West Nile virus CPE = West Nile virus antiviral activity, cell-based, CPE readout (AID 1621); West Nile virus-infected cells, CPE inhibition; higher % means a stronger effect; 0.02% of 290,000 active; CPE inhibition, % at 10 µM; hits with a dose series show IC50 in µM; in the data active = a potency from the dose series; also: strong numbers were not always called active
ER stress rescue = rescue of cells from ER stress-induced death, primary screen, 384-well, CSM14.1, thapsigargin, ATP luminescence (AID 1222); CSM14.1 thapsigargin-induced death rescue, ATP luminescence; higher % means a stronger effect; one-dose cellular ATP content (survival), % at 20 µM; EC50 in µM for titrated hits; 190,000 tested, under 10 active;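 active = EC50 below 50 µM in the dose-response confirmation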;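 also: death triggered by thapsigargin at about 15 µM added after 2 h compound pretreatment; cell ATP read after overnight thapsigargin exposure of roughly 18 to 22 hours; normalized against plate controls of thapsigargin alone and 5% DMSO vehicle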
Dengue-2 NS5 capping = flavivirus cap methylation enzyme inhibition – biochemical, confirmation dose response, primary screen (AID 588689); Dengue-2 NS5 methyltransferase capping enzyme assay, biochemical; higher % means a stronger effect; inhibition, % at 25 µM; hits with a dose series show IC50 in µM; 0.3% of 340,000 active; in the data active = a potency from the dose series
XIAP antagonists = XIAP antagonists, biochemical, IAP family, fluorescence polarization (AID 1018). XIAP BIR domain, fluorescence polarization peptide displacement; higher % means a stronger effect. 0.007% of 200,000 active. displacement, % at 20 µM; hits with a dose series show IC50 in µM; in the data active = displacement above about 50%; also: a part of the inactive calls stands beside numbers as strong as those of hits
Yfh1-depleted yeast = mitochondrial function rescue without frataxin homolog – Friedreich's ataxia, plus single-dose screen, dose response (AID 1465); S. cerevisiae Yfh1-off respiration, WST-1 reduction, 72 h; higher fold induction means a stronger effect; fold induction at 50 µM, or EC50 in µM where a hit was titrated; 0.074% of 220,000 active;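 active = fold induction of absorbance versus untreated yeast above a set limit, then at least 30% activation at any dose in follow-up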;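 also: activators that raise dye reduction in frataxin-depleted yeast; strong numbers were not always called active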
Large T inhibition = SV40 large T antigen inhibitors, biochemical (AID 1903); SV40 large T antigen ATPase/helicase inhibition assay; higher % means a stronger effect; inhibition, % at 20 µM, or IC50 in µM where a hit was titrated; 0.39% of 310,000 active; in the data active = a potency from the dose series; also: strong numbers were not always called active
UTI89 phage lysis = inhibition of K1F phage lysis, E. coli UTI89, bacterial capsule biogenesis inhibitors, alamar blue (AID 488966) | inhibition, % at 100 µM; hits with a dose series show IC50 in µM | 0.02% of 340,000 active | E. coli UTI89 K1F phage lysis, alamar blue, 2 h; higher % means a stronger effect;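 active = phage lysis inhibition, versus mean bacterial control, above a set limit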;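 also: capsule biogenesis inhibitors block K1F phage lysis so surviving cells raise fluorescence; higher fluorescence means more inhibition of phage lysis; actives were called in the ten point dose series up to 300 µM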
RSV CPE inhibition = inhibition of RSV-induced cytopathic effect – HEp-2 cells, primary 10 µM value included (AID 2391). HEp-2 cells, RSV-induced CPE inhibition; higher % means a stronger effect. CPE inhibition, % at 10 µM, or IC50 in µM where a hit was titrated. 0.13% of 310,000 active; in the data active = a potency from the dose series; also: strong numbers were not always called active
WT yeast gro inh = growth inhibition of WT yeast, mitochondrial fusion screen; mitochondrial fusion phenotypic screen, WT strain; inhibition, % at 10 µM; 2.1% of 190,000 active; in the data active = inhibition above about 58%; tested in S. cerevisiae
WT yeast gro inh mutant strain = recorded beside WT yeast gro inh, whose call it bears; inhibition, %; mitochondrial fusion phenotypic screen, mutant strain inhibition
Dengue-2 NS5 capping pilot replicate = second read-out of Dengue-2 NS5 capping, no call of its own (marks repeat the call); inhibition, %; measured here: pilot screen replicate inhibition
Starred values were filed as active, the others as inactive; & = joins results of further samples; [ ] = dose if it differs, or a comment.

COc1ccc(-c2nn(-c3ccccc3)cc2/C=C2/SC(=S)N(Cc3ccco3)C2=O)c(C)c1 was read as West Nile virus CPE 0.5%, ER stress rescue -0.8%, Dengue-2 NS5 capping 8.2%, XIAP antagonists -3.4%, Yfh1-depleted yeast inactive, Large T inhibition 2.1%, UTI89 phage lysis 0.5%, RSV CPE inhibition 1.6%, WT yeast gro inh -4.4, WT yeast gro inh mutant strain -1.8 and Dengue-2 NS5 capping pilot replicate 0.5.
`O=C(Cc1ccc(Cl)cc1)N1CCN(c2ccc(F)cc2)CC1` gave West Nile virus CPE -0.6%, Dengue-2 NS5 capping 3.3%, Large T inhibition 4.4%, UTI89 phage lysis 0.0% and RSV CPE inhibition 4.8%.
Screening CC(NC(=O)CCc1nnc(CCCc2ccccc2)o1)c1ccccc1 (stereo not drawn) returned West Nile virus CPE 0.5%, ER stress rescue 0.5%, Dengue-2 NS5 capping -7.3%, XIAP antagonists -18.8%, Yfh1-depleted yeast inactive, Large T inhibition 23.4%, UTI89 phage lysis -0.1%, RSV CPE inhibition 0.6%, WT yeast gro inh -0.7 and WT yeast gro inh mutant strain -4.6.
Cc1nc2cc3ccccc3cc2n1C was read as West Nile virus CPE 0.8%, ER stress rescue -3.3%, Dengue-2 NS5 capping 8.0%, XIAP antagonists -0.7%, Yfh1-depleted yeast inactive, Large T inhibition 2.4%, UTI89 phage lysis -2.3%, RSV CPE inhibition 4.8%, WT yeast gro inh 75.9 and WT yeast gro inh mutant strain 77.3.
Cc1cccc(NC(=O)CN2C(=O)N/C(=C/c3ccc(C)s3)C2=O)c1 was read as West Nile virus CPE -0.8%, ER stress rescue -1.2%, Dengue-2 NS5 capping -10.3%, XIAP antagonists -1.6%, Yfh1-depleted yeast inactive, Large T inhibition -2.2%, UTI89 phage lysis 2.0%[50 µM], RSV CPE inhibition 4.0%, WT yeast gro inh 0.9 and WT yeast gro inh mutant strain -0.6.
COC(=O)C1=C(N)OC2=C(C(=O)CCC2)C1c1cccs1 (stereo not drawn) was read as West Nile virus CPE 0.7%, Dengue-2 NS5 capping -3.2%, XIAP antagonists -2.4%, Yfh1-depleted yeast inactive, Large T inhibition 5.1%, UTI89 phage lysis 0.5%, RSV CPE inhibition 1.2%, WT yeast gro inh -3.5 and WT yeast gro inh mutant strain 3.6.
Screening CCCCCn1c(=NC(=O)c2ccco2)c(C(=O)OCC)cc2c(=O)n3ccccc3nc21 returned ER stress rescue 1.9%, Dengue-2 NS5 capping 3.9%&-2.4%, XIAP antagonists -5.5%, Large T inhibition 8.7%, UTI89 phage lysis 1.9%&-3.0%, RSV CPE inhibition 4.1%, WT yeast gro inh -2.0 and WT yeast gro inh mutant strain 3.2.
`CC(=O)Nc1ccc(/C=N/Nc2nc3ccccc3[nH]2)cc1` gave West Nile virus CPE -0.2%, ER stress rescue -3.4%, Dengue-2 NS5 capping -7.1%, XIAP antagonists -25.4%, Yfh1-depleted yeast inactive, Large T inhibition 21.7%, UTI89 phage lysis 0.1%, RSV CPE inhibition 2.7%, WT yeast gro inh -14.1 and WT yeast gro inh mutant strain -3.1.
`CCCn1c(C(C)NC(=O)c2ccccc2)nc2ccccc21` (stereo not drawn) gave West Nile virus CPE -0.1%, ER stress rescue -0.5%, Dengue-2 NS5 capping -1.4%, XIAP antagonists -2.4%, Yfh1-depleted yeast inactive, Large T inhibition 5.4%, UTI89 phage lysis 3.1%, WT yeast gro inh 8.6 and WT yeast gro inh mutant strain 5.9.
Screening COc1ccc(S(=O)(=O)N2CCOC2CNC(=O)C(=O)NCCN2CCOCC2)cc1 (stereo not drawn) returned West Nile virus CPE -0.2%, Dengue-2 NS5 capping -6.1%, Large T inhibition -1.6%, UTI89 phage lysis 0.0% and RSV CPE inhibition 0.4%.
`Cc1ccccc1OCc1nnc(SCC(=O)O)n1-c1cccc(Cl)c1` gave West Nile virus CPE -0.2%, Dengue-2 NS5 capping 0.0%, Large T inhibition 7.7%, UTI89 phage lysis -1.2% and RSV CPE inhibition 3.3%.
`Cc1ccc(S(=O)(=O)c2nc(Nc3ccccc3N3CCOCC3)sc2Cl)cc1` gave West Nile virus CPE -0.7%, ER stress rescue 1.2%, Dengue-2 NS5 capping 0.8%, XIAP antagonists -5.7%, Yfh1-depleted yeast inactive, Large T inhibition 6.1%, UTI89 phage lysis 6.1%, RSV CPE inhibition 0.3%, WT yeast gro inh -5.7 and WT yeast gro inh mutant strain -24.5.
`Cc1ccc(C)c(NC(=O)Cc2ccc(S(=O)(=O)N3CCCCC3)s2)c1` gave West Nile virus CPE -1.8%, ER stress rescue 10.0%, Dengue-2 NS5 capping -3.9%, XIAP antagonists -2.8%, Yfh1-depleted yeast inactive, Large T inhibition -22.7%, UTI89 phage lysis 1.8%[50 µM], RSV CPE inhibition 6.2%, WT yeast gro inh -5.9 and WT yeast gro inh mutant strain -10.8.
For CCOC(=O)N1CCC(=NNc2nc3ccccc3s2)CC1 the results were West Nile virus CPE -0.1%, Dengue-2 NS5 capping -7.2%, Yfh1-depleted yeast inactive, Large T inhibition 8.7%, UTI89 phage lysis 0.1% and RSV CPE inhibition 2.4%.
Screening O=C1CC(N(CCc2ccccc2)C(=S)Nc2ccccc2)C(=O)N1c1ccccc1 (stereo not drawn) returned West Nile virus CPE -2.0%, ER stress rescue -0.3%, Dengue-2 NS5 capping -6.9%, XIAP antagonists 0.1%, Yfh1-depleted yeast inactive, Large T inhibition 2.2%, UTI89 phage lysis -2.5%, RSV CPE inhibition 6.3%, WT yeast gro inh 70.8* and WT yeast gro inh mutant strain 38.4*.

The last two records of the part before lead into the next:
For CCOC(=O)N1CCC(=NNc2nc3ccccc3s2)CC1 the results were West Nile virus CPE -0.1%, Dengue-2 NS5 capping -7.2%, Yfh1-depleted yeast inactive, Large T inhibition 8.7%, UTI89 phage lysis 0.1% and RSV CPE inhibition 2.4%.
Screening O=C1CC(N(CCc2ccccc2)C(=S)Nc2ccccc2)C(=O)N1c1ccccc1 (stereo not drawn) returned West Nile virus CPE -2.0%, ER stress rescue -0.3%, Dengue-2 NS5 capping -6.9%, XIAP antagonists 0.1%, Yfh1-depleted yeast inactive, Large T inhibition 2.2%, UTI89 phage lysis -2.5%, RSV CPE inhibition 6.3%, WT yeast gro inh 70.8* and WT yeast gro inh mutant strain 38.4*.
COC(=O)C1=C(C(=O)OC)[C@@H]2N(C)c3ccc(OC)cc3[C@@]23C[C@@H](C(=O)OC)N(C(=O)C2CCC2)C3=N1 was read as West Nile virus CPE 0.6%, Yfh1-depleted yeast inactive, Large T inhibition 17.6% and RSV CPE inhibition 0.9%.
Cc1ccc2nc(-c3ccc(S(=O)(=O)N4CCCCC4)cc3)cn2c1 was read as West Nile virus CPE 0.3%, ER stress rescue -0.7%, Dengue-2 NS5 capping -4.4%, XIAP antagonists -4.7%, Yfh1-depleted yeast inactive, Large T inhibition 19.4%, UTI89 phage lysis -1.8%, RSV CPE inhibition -0.6%, WT yeast gro inh -7.7 and WT yeast gro inh mutant strain 1.8.
Screening O=C1C2C3CCC(C3)C2C(=O)N1c1ccc(OS(=O)(=O)c2ccccc2)cc1 (stereo not drawn) returned West Nile virus CPE -1.1%, ER stress rescue -0.8%, Dengue-2 NS5 capping -2.2%, XIAP antagonists -2.1%, Yfh1-depleted yeast inactive, Large T inhibition 6.8%, UTI89 phage lysis 0.0%, RSV CPE inhibition 18.3%, WT yeast gro inh -10.7 and WT yeast gro inh mutant strain -4.9.
`O=C(CSc1ccccc1)NC1CCCCCC1` gave West Nile virus CPE -0.5%, Dengue-2 NS5 capping -5.2%, Large T inhibition 6.7%, UTI89 phage lysis 0.0% and RSV CPE inhibition 0.5%.
`Cc1cc(C)cc(OCC(=O)NCCN2CCOCC2)c1` gave West Nile virus CPE 0.1%, ER stress rescue 0.8%, Dengue-2 NS5 capping -4.8%, XIAP antagonists -6.4%, Yfh1-depleted yeast inactive, Large T inhibition 3.2%, UTI89 phage lysis -1.0%, RSV CPE inhibition 0.6%, WT yeast gro inh -8.6 and WT yeast gro inh mutant strain -21.5.
CCC(Sc1nc(N)c(NC(=O)c2ccc(OC)cc2)c(=O)[nH]1)C(=O)O (stereo not drawn) was read as West Nile virus CPE 0.6%, ER stress rescue -6.1%, Dengue-2 NS5 capping -9.8%, XIAP antagonists -2.4%, Yfh1-depleted yeast inactive, Large T inhibition 7.1%, UTI89 phage lysis 0.0%, RSV CPE inhibition 0.2%, WT yeast gro inh -15.0 and WT yeast gro inh mutant strain 8.8.
O=C(NCc1ccccc1F)c1cccs1 was read as West Nile virus CPE 0.3%, ER stress rescue -2.6%, Dengue-2 NS5 capping -9.7%, XIAP antagonists -3.0%, Yfh1-depleted yeast inactive, Large T inhibition 0.5%, UTI89 phage lysis -0.3%, WT yeast gro inh -14.5 and WT yeast gro inh mutant strain -2.5.
For NNC(=O)CCn1nnc2ccccc21 the results were West Nile virus CPE -0.1%, Dengue-2 NS5 capping -7.0%, Yfh1-depleted yeast inactive, Large T inhibition 2.6%, UTI89 phage lysis 0.4% and RSV CPE inhibition 0.6%.
`COC(=O)CSc1nnc(C)c(=O)[nH]1` gave West Nile virus CPE 1.0%, ER stress rescue 0.9%, Dengue-2 NS5 capping -14.1%, XIAP antagonists -2.1%, Yfh1-depleted yeast inactive, Large T inhibition 7.1%, UTI89 phage lysis 0.0%, RSV CPE inhibition 2.7%, WT yeast gro inh -1.5 and WT yeast gro inh mutant strain 6.0.
`COc1ccccc1Nc1nc(N)nc(CSC(=S)N2CCN(c3ccccc3)CC2)n1` gave West Nile virus CPE 1.0%, ER stress rescue -1.1%, Dengue-2 NS5 capping -2.4%, XIAP antagonists -7.9%, Yfh1-depleted yeast inactive, Large T inhibition 14.0%, UTI89 phage lysis -0.2%, RSV CPE inhibition 3.9%, WT yeast gro inh 23.6 and WT yeast gro inh mutant strain 39.1.
Screening N#Cc1c(NC(=O)C2C3C=CC(C3)C2C(=O)O)sc2c1CCCCC2 (stereo not drawn) returned West Nile virus CPE -0.6%, ER stress rescue 0.9%, Dengue-2 NS5 capping 3.7%, XIAP antagonists -0.2%, Yfh1-depleted yeast inactive, Large T inhibition -1.4%, UTI89 phage lysis -0.8%, RSV CPE inhibition 0.3%, WT yeast gro inh 16.9 and WT yeast gro inh mutant strain -7.5.
Screening Cc1[nH]c(=O)[nH]c(=O)c1NS(=O)(=O)c1ccccc1 returned West Nile virus CPE 1.1%, ER stress rescue -2.9%, Dengue-2 NS5 capping 1.5%, XIAP antagonists -7.3%, Yfh1-depleted yeast inactive, Large T inhibition 13.4%, UTI89 phage lysis 2.7%, RSV CPE inhibition 1.2%, WT yeast gro inh -8.5 and WT yeast gro inh mutant strain 0.2.
For CCC(=O)N1CCc2cc(OC)c(OC)cc2C1COc1ccc(OC)cc1 (stereo not drawn) the results were West Nile virus CPE -0.5%, ER stress rescue 0.0%, Dengue-2 NS5 capping -3.8%, XIAP antagonists -19.0%, Yfh1-depleted yeast inactive, Large T inhibition 4.6%, UTI89 phage lysis 0.0%, RSV CPE inhibition 0.5%, WT yeast gro inh -11.6 and WT yeast gro inh mutant strain -7.2.
For Cc1cccc(N2C(=O)C3C4C=CC(C5CC45)C3C2=O)n1 (stereo not drawn) the results were West Nile virus CPE -0.2%, Dengue-2 NS5 capping 3.9%, Yfh1-depleted yeast inactive, Large T inhibition 11.6%, UTI89 phage lysis 1.2% and RSV CPE inhibition 0.6%.

From PubChem
